Screening results as filed in PubChem.
A549 viability: Nrf2 qHTS screen for inhibitors: counterscreen for cytotoxicity. Potency, µM (highest dose often 46 µM), inactives show at the top dose activity change, negative = cytotoxicity, hits mostly inhibitors. A549 ARE-Fluc cells, CellTiter-Fluor viability, 18-24 h. AID 504648, 2011. hit rate 0.16% among 390,000; note: potency is the fitted concentration of half-maximal effect; % is set by controls: 0 for no effect and ±100 for the full control effect
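Cytotoxicity counterscreen: CellTiter-Fluor fluorescence was measured in A549 ARE_Fluc cells after 18-24 h of compound exposure in a concentration series. The subsequent BugLite luminescent read reports ARE-luciferase activity.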
CCT modulator: High-Throughput Screening for Modulators of Cytosolic Chaperonin Activity | AID 651819, 2012 | purified chaperonin ATPase assay, HTRF ADP detection, 30 min | hit rate 0.3% among 360,000 | activity change, % (test concentration not listed), hits read low; in the data active = activity change below about -30%; note: % is set by controls: 0 for no effect and ±100 for the full control effect
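Nucleotide hydrolysis assay: TRiC at 20–40 nM final (set by batch activity) with 10 uM ATP, 30 min at 37 °C, in presence of 76 uM compound. Detection by competitive ADP HTRF, 30 min ambient.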
Nrf2 activator: qHTS of Nrf2 Activators; AREc32 ARE-luciferase reporter (MCF7-derived line), luminescence, 24 h; Potency, µM (series often up to 46.1 µM), inactives show at the highest dose activation, most hits filed as activators; hit rate 0.31% among 410,000; note: potency is the fitted concentration of half-maximal effect; % of control where 0% means no effect; nearly all actives have a fitted effect of over 65% in size
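Cells of the AREc32 ARE-luciferase line are plated in OPTI-MEM containing 5% FBS and left overnight at 37 deg C. Compounds are pinned in, incubation continues 24 hr, and firefly luciferase signal is then measured.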
MmCpn inh: Inhibitors of TCP-1 ring complex (TRiC) of Methanococcus maripaludis (MmCpn): qHTS. purified Mm-Cpn ATPase, ADP Transcreener TR-FRET. Potency, µM (highest dose often 76.9 µM), inactives show at the highest dose activity, negative = inhibition, actives largely listed as inhibitors. hit rate 0.031% among 330,000; note: potency is the fitted concentration of half-maximal effect; % is set by controls: 0 for no effect and ±100 for the full control effect; nearly all actives have a fitted effect of over 80% in size
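TR-FRET (320 nm excitation; 590 and 665 nm emission) reports ADP made from 10 uM ATP by 25 nM enzyme; compounds were preincubated 10 min, reaction run 30 min, both at 37°C.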
HepG2 viability: qHTS for Inhibitors of TGF-b: Cytotox Counterscreen; HepG2 CAGA-GFP viability, ATP luminescence, 18 h; Potency, µM (series often up to 46.1 µM), for inactives: top-dose activity change, negative = cytotoxicity, usual class: cytotoxic; hit rate 0.76% among 410,000; note: potency is the fitted concentration of half-maximal effect; some results filed as inactive show a strong effect at the top dose
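HepG2 CAGA-GFP cells (1000/well, DMEM with 1% FBS) received compound, then TGF-beta at 500 pg/mL final, and were incubated 18 hours at 37 degrees C. Viability was read by CellTiter-Glo luminescence. Media-only wells were set as complete cell-killing and DMSO as no toxicity.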
TGFb inhibitor: qHTS for Inhibitors of TGF-b. hit rate 1.2% among 410,000. Potency, µM (series often up to 46.1 µM), without a hit: top-dose activity, negative = inhibition, usual class: inhibitors. AID 588855, 2011. HepG2 CAGA-GFP TGF-b/SMAD3 reporter, GFP fluorescence, 18 h; TGF-beta stimulated, 500 pg/mL final; note: potency is the fitted concentration of half-maximal effect; % is set by controls: 0 for no effect and ±100 for the full control effect; nearly all actives have a fitted effect of over 65% in size
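Read-out: total well GFP (ex488/em500-530) summed from mean per-cell fluorescence. Cells: HEPG2 CAGA-GFP, 1% FBS DMEM, 18 h at 37 degrees C with 500 pg/mL final TGF-beta. Unstimulated wells served as the full-inhibition control; stimulated DMSO wells = 0%.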
pAkt inh: HTS Assay for Inhibitors of Akt Phophorylation: Primary Screen; activity change, % for hits at 50 µM; hit rate 0.32% among 360,000; Neuro2A IGF-stimulated pAkt S473 HTRF, 20 min; stronger effect = lower value; AID 651550, 2012; in the data active = activity change below about -80%; inconclusive = mostly about -51% to -80%; note: % is set by controls: 0 for no effect and ±100 for the full control effect
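Neuro2A cells in DMEM with 0.5% FBS, overnight at 37 deg C, given compound at single 50 µM final, then IGF (6 nM final) for 20 min at 37 deg C. Lysed; phospho-Akt Ser473 by HTRF after 24 h, 665/615 ratio.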
Abeta rescue: qHTS for compounds that reverse cellular toxicity of Amyloid beta (A-beta) peptide in yeast: Primary Screen; yeast expressing A-beta42, growth rescue, OD600, 48 h; response scale: 0% DMSO, 100% iron-clioquinol control; Potency, µM (highest dose often 46.1 µM), for inactives: at the highest dose growth rescue, actives largely listed as activators; hit rate 0.063% among 410,000; note: potency is the fitted concentration of half-maximal effect; nearly all actives have a fitted effect of over 55% in size
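Growth rescue measured by 600 nm absorbance after 48 h yeast culture at 30 C with compound. Values normalized between DMSO and an equimolar ferric chloride plus clioquinol control.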
Nrf2 inh: Nrf2 qHTS screen for inhibitors; A549 ARE-Fluc reporter, luciferase luminescence, 18-24 h; Potency, µM (doses to about 46 µM), for the others: top-dose activity change, negative = inhibition, most hits filed as inhibitors; hit rate 2.1% among 360,000; note: potency is the fitted concentration of half-maximal effect; % is set by controls: 0 for no effect and ±100 for the full control effect; nearly all actives have a fitted effect of over 60% in size
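In this cell-based qHTS, ARE-driven firefly luciferase in A549 cells reports Nrf2 activity; the luminescent signal after BugLite lysis is the measured value, with a prior CellTiter-Fluor read for cell health.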
* hit, by the source's call; i = inactive; u = inconclusive; x = no result given; [ ] = another dose, or the depositor's remark. Unless noted, calls come from the whole dose curve; as a rule, active = well fitted curve in the direction sought with a large enough effect; inconclusive = small, poorly fitted or top-dose-only effect, or another doubt; inactive = no such curve, though single readings can be large; an effect the other way counts as inactive or inconclusive.

cpd	canonical_smiles	A549 viability	CCT modulator	Nrf2 activator	MmCpn inh	HepG2 viability	TGFb inhibitor	pAkt inh	Abeta rescue	Nrf2 inh
1	COc1cccc2sc(Nc3nc(-c4cc5ccccc5oc4=O)cs3)nc12	-5%	-1.4	0.3%	1%	-56%	-16%	i	8%	0%
2	CSCCC(NC(=O)c1ccc(Cl)cc1Cl)C(=O)OCC(N)=O (stereo not drawn)	1%	0.7	-0.5%	1%	8%	-1%	i	0%	3%
3	Cc1noc2ncnc(N3CCCC(C(=O)Nc4cccc(C(F)(F)F)c4)C3)c12 (stereo not drawn)	-12%	x	3.5%	x	-13%	u	x	1%	5.8µM*
4	O=c1[nH]c2ccccc2nc1/C=C(\O)C(F)F	2%	-7.4	0.2%	0%	-27%	8%	i	-2%	-4%
5	Cc1cc(C)c(S(=O)(=O)N(C)CC(=O)NCc2cccnc2)c(C)c1	1%	-1.8	-0.7%	2%	-15%	u	i	8%	u
6	CCCn1c(CN2CCN(C(=O)c3ccco3)CC2)nc2cc(S(=O)(=O)N(C)C)ccc21	-12%	-2.6	0.0%	0%	-6%	11%	i	1%	u
7	Cc1cc(C(=O)OCC(=O)Nc2cccnc2Cl)c2ccccc2n1	0%	-1.0	-0.1%	-7%	4%	3%	i	-9%	3%
8	N#C/C=C/N1CCN(Cc2ccc3c(c2)OCO3)CC1	7%	-0.9	-0.3%	2%	-3%	1%	i	-10%	-1%
9	Cc1ccc(S(=O)(=O)NC(=O)Nc2cc(C)on2)cc1	3%	1.0	0.2%	-2%	-17%	u	i	-14%	3%
10	Cc1ccc(CCNC(=O)C2CC(c3cccc(F)c3)=NO2)cc1 (stereo not drawn)	-10%	-3.3	-0.6%	0%	6%	u	i	9%	2%
11	O=C(Nc1ccc(S(=O)(=O)NCCc2ccccc2)cc1)c1ccc(Br)o1	-15%	-4.7	3.7%	-6%	-28%	3%	i	8%	u
12	Cc1ccc(S(=O)(=O)NCC(c2ccco2)S(=O)(=O)c2ccccc2)cc1 (stereo not drawn)	-6%	0.6	0.7%	1%	-1%	1%	i	1%	-18%
13	Cc1ccc(N2C(=O)CC(C)(C)CC2=O)cc1Cl	-4%	1.9	-0.2%	1%	-8%	1%	i	0%	5%
14	CC#CC(=O)N1CCCC(C(=O)c2ccc(SC)cc2)C1 (stereo not drawn)	3%	-1.2	6.3%	-1%	-8%	7%	i	-40%	-12%
15	CCCc1nc2sc3ccccc3c(=O)c2c(=O)n1Cc1ccc(OC)cc1	-3%	2.2	1.0%	0%	-161%	-18%	i	-14%	u
16	O=C(Nc1cccc(S(=O)(=O)N2CCOCC2)c1)c1cc2c(s1)CCC2	-11%	-2.0	-0.5%	1%	-13%	-20%	i	9%	0%
17	COc1ccc(NC(=O)CSc2nc3ccc(Nc4nc(N5CCOCC5)nc(N5CCOCC5)n4)cc3s2)cc1	0%	-75*	-0.5%	-4%	-4%	7%	x	-11%	u
18	Cc1ccccc1C(=O)NC(=S)Nc1ccccc1[N+](=O)[O-]	7%	0.4	3.2%	-2%	-14%	-23%	i	-7%	28%
19	CC(Oc1ccc(-c2ccccc2)c(F)c1)c1ccn(S(=O)(=O)c2ccc(Cl)cc2)n1 (stereo not drawn)	-2%	2.7	-0.4%	-1%	-23%	-16%	i	28%	u
20	COc1ccc(-c2cnn3c(C)cc(C)nc23)cc1OC	1%	x	0.1%	x	-19%	1%	x	11%	x
21	Clc1ccc(OCc2nn3c(C4CCCCC4)nnc3s2)cc1	4%	-0.7	0.0%	2%	-22%	-27%	i	-11%	x
22	NC(=O)/C=C\C(=O)Nc1cccc(C(F)(F)F)c1	-21%	-0.9	u	1%	-34%	u	i	-85%[inhibitor]	1.8µM*
23	COc1ccc(S(=O)(=O)N(CCc2ccccc2)CC(=O)NCCCO)cc1	u	-2.7	-0.4%	0%	-5%	4%	i	u	u
24	Cc1ccc(C(C(=O)NC(C)(C)C)N(Cc2ccccc2)C(=O)c2snc(C(N)=O)c2N)o1 (stereo not drawn)	-5%	-3.2	0.8%	0%	12%	-4%	i	-11%	-4%
25	O=C(OCC(=O)N1CCN(c2ccccc2)CC1)c1cc(Cl)ccc1[N+](=O)[O-]	11%	0.0	0.5%	-1%	-7%	6%	i	0%	-7%
26	COc1ccc(-c2noc(CSc3nnc(-c4ccccc4)n3-c3ccc(F)cc3)n2)c(OC)c1	-27%	x	-1.1%	x	-8%	u	x	-17%	u
27	O=C1COc2ccc(C(=O)COC(=O)CCCOc3ccccc3)cc2N1	x	-0.6	-0.4%	x	-28%	-11%	i	-3%	x
28	Cc1cccc(C(=O)c2cnc3ccccc3c2-c2ccccc2)c1	-8%	-3.5	-0.1%	1%	-42%	u	i	-7%	u
29	COc1ccc(N2CC(C(=O)Nc3cc(C(F)(F)F)ccc3N3CCCC3)CC2=O)c(OC)c1 (stereo not drawn)	-12%	0.0	-0.2%	1%	7%	16%	i	0%	14%
30	CCOc1ccc(-c2nc(C#N)c(NCc3ccc4c(c3)OCO4)o2)cc1	0%	0.4	2.6%	-4%	-26%	3%	i	4%	5%
31	COCCNC(=O)CSc1nc(N)c(NC(=O)c2ccco2)c(=O)[nH]1	x	0.5	-1.2%	x	-44%	-1%	i	8%	x
32	CC1(C(=O)OCC(=O)NC(=O)NCc2ccccc2)CC1(Cl)Cl (stereo not drawn)	0%	0.0	-0.9%	2%	7%	0%	i	11%	-7%
33	Cc1nc(-c2ccc(C(=O)Nc3cccc(F)c3)cc2)cs1	-1%	0.1	-1.5%	-5%	-50%	-6%	i	-11%	u
34	O=C(CSc1nccc(=O)[nH]1)Nc1ccc(Br)c(Cl)c1	-1%	-1.5	-0.4%	1%	6%	0%	i	-5%	x
35	CCCC(=O)Nc1nnc(Sc2ccc(N(C)C)cc2)s1	-1%	0.1	-0.2%	1%	-58%	3%	i	5%	-33%
36	O=C1C(=O)N(Cc2cccnc2)C(c2cccc(O)c2)/C1=C(\O)c1ccc2c(c1)OCCO2 (stereo not drawn)	9%	-1.3	-0.1%	-3%	2%	-3%	x	-25%	-11%

Entries listed so far that have a furan ring, fused or not, in the order listed:
cpd	canonical_smiles	A549 viability	CCT modulator	Nrf2 activator	MmCpn inh	HepG2 viability	TGFb inhibitor	pAkt inh	Abeta rescue	Nrf2 inh
6	CCCn1c(CN2CCN(C(=O)c3ccco3)CC2)nc2cc(S(=O)(=O)N(C)C)ccc21	-12%	-2.6	0.0%	0%	-6%	11%	i	1%	u
11	O=C(Nc1ccc(S(=O)(=O)NCCc2ccccc2)cc1)c1ccc(Br)o1	-15%	-4.7	3.7%	-6%	-28%	3%	i	8%	u
12	Cc1ccc(S(=O)(=O)NCC(c2ccco2)S(=O)(=O)c2ccccc2)cc1 (stereo not drawn)	-6%	0.6	0.7%	1%	-1%	1%	i	1%	-18%
24	Cc1ccc(C(C(=O)NC(C)(C)C)N(Cc2ccccc2)C(=O)c2snc(C(N)=O)c2N)o1 (stereo not drawn)	-5%	-3.2	0.8%	0%	12%	-4%	i	-11%	-4%
31	COCCNC(=O)CSc1nc(N)c(NC(=O)c2ccco2)c(=O)[nH]1	x	0.5	-1.2%	x	-44%	-1%	i	8%	x

Continuation:
cpd	canonical_smiles	A549 viability	CCT modulator	Nrf2 activator	MmCpn inh	HepG2 viability	TGFb inhibitor	pAkt inh	Abeta rescue	Nrf2 inh
37	Cc1cccc(C)c1OCC(O)CN1CCN(c2ccccc2)CC1 (stereo not drawn)	0%	1.0	-0.2%	2%	-10%	4%	i	-6%	-8%
38	Cc1ccc(S(=O)(=O)N2CCC(C(=O)N3CCC[C@H]3C(=O)NCc3ccco3)CC2)cc1	11%	-1.3	0.0%	1%	-21%	-16%	i	-4%	1%
39	C/C(=N\OCC(=O)Nn1c(C)nc2ccccc2c1=O)c1ccccc1	1%	-5.1	-0.2%	-2%	-3%	u	i	-2%	6%
40	CCN(CC)CCCN1C(=O)C(=O)/C(=C(/O)c2ccc(C)cc2)C1c1ccccn1 (stereo not drawn)	-5%	-3.6	0.2%	x	2%	-9%	i	4%	12%
41	NC(=O)c1ccccc1NC(=O)c1cc(S(=O)(=O)N2CCCCC2)ccc1N1CCOCC1	1%	-3.8	3.7%	0%	11%	-1%	i	-7%	-8%
42	Cc1cccc(NC(=O)CCS(=O)(=O)c2ccc(Cl)cc2)c1	-1%	-1.1	-0.3%	2%	1%	0%	i	-6%	-21%
43	Cc1cc2cc3c(cc2nc1SCc1ccc(C(=O)O)cc1)OCCO3	-1%	0.8	0.4%	-28%	14%	0%	i	-22%	-10%
44	Cc1ccc(C(=O)Nc2ccc(F)cc2F)o1	19%	2.1	-0.7%	-2%	-21%	0%	i	9%	28%
45	COc1cc(C(=O)O/N=C(\N)c2ccc([N+](=O)[O-])cc2)cc(OC)c1OC	-8%	-1.7	0.4%	1%	-15%	-25%	i	-15%	-4%
46	CCc1ccccc1NC(=O)Cn1cccc1C1=NC(c2ccccc2)CO1 (stereo not drawn)	-6%	-1.9	2.2%	2%	4%	-4%	i	0%	-10%
47	CC(C)c1cc(C(F)(F)F)n2nc(C(=O)O)cc2n1	-4%	0.0	-0.3%	0%	-3%	-23%	i	-3%	0%
48	COc1ccc(CN2CCNC(=O)C2CC(=O)N2CCCN(C(C)=O)CC2)c(OC)c1 (stereo not drawn)	-3%	-1.7	-0.6%	2%	0%	-4%	i	13%	13%
